LmPK inhibitor = inhibitors of Leishmania mexicana pyruvate kinase; Potency, µM (series often up to 57.5 µM), for inactives: at the highest dose activity change, negative = inhibition, usual class: inhibitors; Q27686; purified LmPK, Kinase-Glo ATP luminescence, 1 h; AID 1721; 290,000 compounds, 0.37% hits
Target sequence (Q27686 whole entry, looked up): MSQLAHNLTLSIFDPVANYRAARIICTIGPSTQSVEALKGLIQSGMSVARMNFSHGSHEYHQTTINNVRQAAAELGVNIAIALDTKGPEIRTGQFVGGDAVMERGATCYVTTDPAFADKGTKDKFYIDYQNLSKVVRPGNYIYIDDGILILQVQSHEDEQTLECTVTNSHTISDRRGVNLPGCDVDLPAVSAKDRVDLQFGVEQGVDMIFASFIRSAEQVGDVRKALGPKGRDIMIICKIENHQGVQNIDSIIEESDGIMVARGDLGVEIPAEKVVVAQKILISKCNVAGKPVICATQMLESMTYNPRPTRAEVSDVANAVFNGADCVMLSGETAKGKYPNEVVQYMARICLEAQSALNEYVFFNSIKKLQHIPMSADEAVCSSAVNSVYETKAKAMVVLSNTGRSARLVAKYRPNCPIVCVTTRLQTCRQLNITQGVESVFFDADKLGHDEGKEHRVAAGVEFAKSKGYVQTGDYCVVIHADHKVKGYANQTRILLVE
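Screened at intermediate enzyme activity to detect both inhibitors and activators: LmPK at 0.1 nM, with a 0.5 nM enzyme column as activation reference. PEP 0.5 mM, ADP 0.1 mM; ATP detected by luminescence after 1 h.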
Pf growth 48h = inhibits P. falciparum growth in the first generation, 48 h. P. falciparum luciferase growth in erythrocytes, 48 h. Potency, µM (highest dose often 28.7 µM), for the others: at the highest dose activity change, negative = inhibition, most hits filed as inhibitors. 310,000 compounds, 5.9% hits
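Cell-based growth assay: transgenic P. falciparum expressing firefly luciferase, cultured in red cells within RPMI 1640 containing 0.5% w/v Albumax, 24 mM bicarbonate and gentamycin. A drop in luciferase activity indicates inhibition.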
HCV inh = HCV inhibition. 340,000 compounds, 3.4% hits. Huh7.5.1 HCVcc-Cre infection, luciferase reporter, 44 h. AID 651820. Potency, µM (doses to about 41.8 µM), for inactives: at the top dose activity change, negative = inhibition, most hits filed as inhibitors
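1,000 cells/well; 4 h culture; + compound; + HCVcc-Cre (~0.5 moi); 44 h; luciferase substrate, RT 15 min; read 15 sec.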
Sm TGR block = inhibitors of Schistosoma mansoni thioredoxin glutathione reductase. Q962Y6. purified TGR, DTNB reduction, TNB absorbance 405 nm. Potency, µM (highest dose often 114 µM), for the others: at the highest dose activity change, negative = inhibition, hits mostly inhibitors. 360,000 compounds, 3% hits. AID 485364; note: nearly all actives have a fitted effect of over 60% in size
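First, TGR (20 nM dispensed) and NADPH were mixed with compound. Second, a 15 min room-temperature incubation followed. Third, further NADPH and then DTNB were added to start the reaction. Finally, TNB absorbance was monitored kinetically.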
Tb PYK inh = T. brucei pyruvate kinase inhibition; 410,000 compounds, 0.12% hits; TbPYK enzyme, Kinase-Glo Plus ATP luminescence, 45 min; Potency, µM (highest dose often 76.8 µM), without a hit: top-dose activity, negative = inhibition, hits mostly inhibitors; note: nearly all actives have a fitted effect of over 50% in size
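Luminescence from Kinase-Glo Plus, added after a 45-minute room-temperature reaction, served as the end-point read-out. The enzyme and substrate were preincubated with compound before ADP (130 uM final) initiated turnover. Concentration-effect curves came from normalized qHTS data.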
Pf growth 96h = P. falciparum growth inhibition at 96 hour, primary screen for plastid delayed-death inhibitors | Potency, µM (top dose mostly 28.7 µM), for the others: top-dose activity change, negative = inhibition, hits mostly inhibitors | 320,000 compounds, 6.9% hits | AID 504834 | P. falciparum luciferase reporter growth, 96 h
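Readout is luminescence from an integrated firefly luciferase in P. falciparum. Red cells, 2% hematocrit and 0.05% parasitemia final, were cultured with compound through two parasite generations (96 hours) at 37 C, 5% CO2.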
The depositor's hits bear a star; ? = inconclusive; · = no result given; & = joins results of further samples; [ ] = another dose, or the depositor's remark. Calls come from the whole dose curve; as a rule, active = well fitted curve in the direction sought with a large enough effect; inconclusive = small, poorly fitted or top-dose-only effect, or another doubt; inactive = no such curve, though single readings can be large; an effect the other way counts as inactive or inconclusive. % is set by controls: 0 for no effect and ±100 for the full control effect; potency is the fitted concentration of half-maximal effect. Compounds were not picked by outcome. About 16% of those tested had a hit in this group.

SMILES	LmPK inhibitor	Pf growth 48h	HCV inh	Sm TGR block	Tb PYK inh	Pf growth 96h
O=C(CCSc1nc(-c2ccco2)cc(C(F)(F)F)n1)NCCN1CCOCC1	-3%	2%	?	0%	-3%	0%
OCCN1CCN(Cc2cc(Cl)c3cccnc3c2O)CC1	3%	·	?	45µM*	-7%	?
O=C(Nc1cccnc1)c1ccc(-c2cc(Cl)ccc2Cl)o1	2%	?	11µM*	·	5%	12%
CN(C)C(=O)c1ccc(NC(=O)c2ccccc2SCC(=O)N2CCCC2)cc1	·	-5%	8%	-13%	-4%	-18%
CC(C)n1c(N2CCN(C(=O)Nc3ccccc3)CC2)nc2ccccc21	-3%	?	-9%	16%	2%	?
Cc1ccc(/C([O-])=C(/C(=S)NCc2ccccc2)[n+]2cccc(CO)c2)cc1[N+](=O)[O-]	2%	?	-12%	-29%	6%	?
COc1ccc2c(CC(=O)Nc3ccc(OC)nc3)coc2c1	4%	-13%	-15%	-8%	5%	-7%
CC12CCC(C(=O)O)(c3nc(C#N)c(C#N)nc31)C2(C)C (stereo not given)	1%	?	10%	0%	14%	-1%
COc1cc(C(F)(F)F)nc(-c2ccccn2)n1	8%	0%	-1%	2%	-2%	50%[activator]
Cn1c(=O)c2cc(S(=O)(=O)NCCC(=O)NCCC3=CCCCC3)ccc2n(C)c1=O	2%	?	-17%	6%	2%	·
CC1CCN(C(=O)CC(NC(N)=O)c2ccccc2Cl)CC1 (stereo not given)	0%	13%	2%	-24%	-2%	8%
CN(C)C(=O)c1sccc1Oc1ccc(F)cc1[N+](=O)[O-]	0%	15%	6%	3%	-8%	5%

Nothing new here: 10 of the compounds above.
SMILES	LmPK inhibitor	Pf growth 48h	HCV inh	Sm TGR block	Tb PYK inh	Pf growth 96h
O=C(Nc1cccnc1)c1ccc(-c2cc(Cl)ccc2Cl)o1	2%	?	11µM*	·	5%	12%
CN(C)C(=O)c1ccc(NC(=O)c2ccccc2SCC(=O)N2CCCC2)cc1	·	-5%	8%	-13%	-4%	-18%
CC(C)n1c(N2CCN(C(=O)Nc3ccccc3)CC2)nc2ccccc21	-3%	?	-9%	16%	2%	?
Cc1ccc(/C([O-])=C(/C(=S)NCc2ccccc2)[n+]2cccc(CO)c2)cc1[N+](=O)[O-]	2%	?	-12%	-29%	6%	?
COc1ccc2c(CC(=O)Nc3ccc(OC)nc3)coc2c1	4%	-13%	-15%	-8%	5%	-7%
CC12CCC(C(=O)O)(c3nc(C#N)c(C#N)nc31)C2(C)C (stereo not given)	1%	?	10%	0%	14%	-1%
COc1cc(C(F)(F)F)nc(-c2ccccn2)n1	8%	0%	-1%	2%	-2%	50%[activator]
Cn1c(=O)c2cc(S(=O)(=O)NCCC(=O)NCCC3=CCCCC3)ccc2n(C)c1=O	2%	?	-17%	6%	2%	·
CC1CCN(C(=O)CC(NC(N)=O)c2ccccc2Cl)CC1 (stereo not given)	0%	13%	2%	-24%	-2%	8%
CN(C)C(=O)c1sccc1Oc1ccc(F)cc1[N+](=O)[O-]	0%	15%	6%	3%	-8%	5%

(next part)
SMILES	LmPK inhibitor	Pf growth 48h	HCV inh	Sm TGR block	Tb PYK inh	Pf growth 96h
CC(=O)N1CCCC(N2CCN(c3cccc(C(F)(F)F)c3)CC2)C1 (stereo not given)	9%	11%	12%	-7%	3%	?
Cc1ccc(-n2cnc3c(sc4nc(N5CCOCC5)c5c(c43)CCCC5)c2=O)cc1	3%	?	?	1%	-7%	-8%
O=C(C1=NNCC1c1ccccc1)C1CO1 (stereo not given)	0%	-26%	11%	?	4%	?
O=C(Cc1c[nH]c2ccccc12)NNC(=O)c1ccccc1	0%	11%	28%	-1%	1%	4%
C=CCN1C(=O)c2ccc(C(=O)N(CC(C)C)c3c(N)n(CCCC)c(=O)[nH]c3=O)cc2C1=O	·	?	12%	1%	-1%	8%
COc1ccc(C(=O)O/N=C(\N)c2ccccn2)c(OC)c1	?	-12%	?	4%	-11%	-28%
COc1ccc(-c2c3c(=O)n(C)c(=O)n(C)c3cn2-c2ccccc2)cc1	3%	?	?	-16%	-9%	?
CCOC(=O)Cc1csc(NC(=S)NC(=O)c2ccc(F)cc2)n1	-7%	?	-6%	?	-6%	?
CN(Cc1ccccc1)C(=O)c1ccc(COc2ccccc2)cc1	0%	21%	-9%	-15%	1%	?
CCNS(=O)(=O)c1ccc(OCCNS(C)(=O)=O)cc1	0%	25%	21%	6%	1%	·
O=C(NC(=O)c1c(F)cccc1F)Nc1ccccc1SC(F)F	-2%	-14%	-2%	41%[activator]	0%	4%
O=C(CSc1nnc(-c2ccccc2)n1Cc1ccccc1)NC1CC1	-2%	-15%	13%	6%	-11%	-24%
c1ccc(OCc2ccc(CCCN3CCOCC3)cc2)cc1	-2%	38%&1%[activator]	·	-18%	-1%&4%	3%&0%
COCCNC(=O)Cn1cnc2sc(C)c(S(=O)(=O)N3CCC(C)CC3)c2c1=O	0%	35%[activator]	12%	0%	2%	0%
Cc1ccc(/C=N/Nc2nc(C(C)(C)C)cs2)o1	0%	?	?	-17%	-12%	-9%
CCCN(Cc1nc2cc(Cl)ccc2c(=O)[nH]1)C(=O)c1ccc(S(=O)(=O)N2CCCC2)cc1	·	?	0%	-11%	0%	?
CC(C)(C)c1ccc(-c2noc(CCC(=O)N3CCOCC3)n2)cc1	-8%	452%[activator]	-20%	-1%	-19%	8%
Cc1ccc(-c2cn(-c3ccc(SC(F)F)cc3)c3[n+]2CCC3)cc1	-2%	0.37µM*	?	-4%	-4%	?
Cc1ccc(CNC(=O)c2cc(C)nn2-c2ccccc2)cc1	-2%	9%	12%	7%	-1%	10%
CC(C)CCOC(=O)C1C(c2ccccc2)C(C(=O)O)C1c1ccccc1 (stereo not given)	4%	·	-1%	-1%	-1%	?
Cc1cccnc1NC(=O)c1cccc(S(=O)(=O)N2CCN(c3ccccc3)CC2)c1	·	-3%	?	-7%	-2%	14%
Cc1c(NC(=O)C2CC(c3cccc(Br)c3)=NO2)c(=O)n(-c2ccccc2)n1C (stereo not given)	0%	-17%	-21%	1%	-3%	4%
Cn1c(-c2ccc3c(c2)OCO3)cnc1N	-6%	-29%	-11%	-2%	19%	?
CCCCN(C(=O)c1ccc(N(C)S(=O)(=O)c2ccc(C)cc2)cc1)c1c(N)n(CCCC)c(=O)[nH]c1=O	·	?	13%	-3%	4%	?
Cc1ccc2nc(NC(=O)COC(=O)CSc3nc(C)cc(C)n3)sc2c1	-6%	114%	-3%	-20%	-13%	52%[activator]
Cc1cc(C)nc(N2C(=O)CC(Cc3ccc(Cl)cc3)C2=O)n1 (stereo not given)	-2%	6%	7%	0%[57.1 µM]	3%	21%
COC(=O)CN(c1ccccc1F)S(=O)(=O)c1ccc(C)cc1	-1%	-3%	21%	1%	6%	?
O=C(CCSc1nc(-c2ccco2)cc(C(F)(F)F)n1)Nc1ccc2c(c1)OCO2	0%	?	?	9%	0%	42%[activator]
COC(=O)C1CCN(C(=O)COC(=O)CC(NC(C)=O)c2ccccc2)CC1 (stereo not given)	-6%	·	-5%	-1%	-4%	-25%
CCOc1ccccc1NC(=O)CNC(=O)c1nn(-c2ccc(OC)c(OC)c2)c(=O)c2ccccc12	11%	13µM*	?	-11%	-1%	?
CCCCn1c(N)c(N(CC(C)C)C(=O)c2cc(-c3ccncc3)nc3ccccc23)c(=O)[nH]c1=O	·	?	0%	-3%	-12%	-35%
CCOc1ccc(C(=O)SC2=NCCS2)cc1	2%	-7%	1%	-4%	-7%	·
CCOC(=O)C1CCCN(C(=O)/C=C/c2cccc([N+](=O)[O-])c2)C1 (stereo not given)	-2%	24%	-9%	-21%	5%	29%
O=C(c1cc(-c2ccco2)nc2ccccc12)N1CCN(Cc2ccccc2)CC1	·	-27%	-3%	14µM*	1%	41%[activator]
C/C=C/C=C(/NC(=O)c1ccccc1)C(=O)Nc1ccccc1	-1%	2%	-11%	-9%	-7%	-26%
Nc1ncnc(Nc2ccc(S(N)(=O)=O)cc2)n1	-2%	8%	15%	3%	0%	-8%
C=CCn1c(=O)[nH]c2nc3cc(N=CN(C)C)c(C)cc3nc2c1=O	-4%	12%	11%	-15%	-1%	-2%
CSc1nc(-c2ccco2)nn1S(=O)(=O)c1ccc(C)cc1	2%	-5%	12%	-20%	-1%	?
COCCN1CN(S(=O)(=O)c2cccc(Cl)c2)c2nc3ccccc3nc21	3%	?	3%	-8%	-1%	?
COc1ccc(C(=O)CSc2nnc(-c3ccc(S(=O)(=O)N4CCOCC4)cc3)o2)cc1	2%	9%	-25%	?	·	?
CCOC(=O)C1(CCOc2ccccc2)CCN(Cc2cccn2-c2ncccn2)CC1	-1%	?	-27%	-2%	-3%	38%[activator]
CCCCN(Cc1ccco1)C(=O)Cn1ncc2c(=O)oc3ccc(C)cc3c21	2%	·	14%	3%	2%	?
COC(=O)c1cc(S(=O)(=O)NC2CCC(C)CC2)cn1C (stereo not given)	0%	5%	3%	10%	-22%	10%
COCc1cccc(NC(=O)CCc2ccccc2)c1	-2%	50%[activator]	5%	·	-4%	-13%
CCS(=O)(=O)NC(C)C(c1cccs1)N1CCN(C)CC1 (stereo not given)	0%	5%	?	-11%	-1%	6%
CCCOc1ccc(/C=N/NC(=S)Nc2ccccc2[N+](=O)[O-])c(O)c1	4%	2.6µM*	?	-2%	1%	?
O=C1OCCN/C1=C\C(=O)c1ccccc1	3%	89%[activator]	7%	-27%	3%	115%[activator]
O=C(CSc1nnc(-c2ccccc2F)n1C1CC1)NC(=O)c1cccc([N+](=O)[O-])c1	-3%	15%	10%	-16%	12%	46%[activator]
Cc1cc(C)cc(Nc2nc3c(S(=O)(=O)c4ccccc4)nnn3c3ccccc23)c1	-1%	-2%	-4%	4%	-6%	-4%
NC(=O)c1ccc(NC(=O)c2ccc3c(c2)OCO3)cc1	-19%	·	2%	-1%	6%	128%[activator]
CCOc1ccc(CN(C)CC(=O)Nc2cccc(C)c2)cc1OC	6%	-4%	?	4%	1%	-22%
Nc1c(Cl)cc(NC(=O)c2ccccc2C(=O)O)cc1Br	0%	7%	41%[activator]	-12%	7%	16%
CC(C)C[C@H]1CN=C(N(C)C)N1CCCCc1ccccc1	·	5.2µM*	?	1%	6%	?
Cc1ccc(/C=C/C(=O)OCC(=O)Nc2cccc(S(=O)(=O)N(C)C)c2)o1	1%	48%[activator]	-1%	?	-1%	-3%
CCOc1c(Br)cc(/C=C2\C(=O)N(CCC#N)N=C2C)cc1OC	4%	3%	17%	2%	?	7%
COc1ccc(-c2nnc(-c3cc4ccccc4oc3=O)o2)cc1	2%	13%	4%	-3%	4%	12µM*
O=C(CSCc1cc(=O)n2nc(C3CC3)sc2n1)Nc1ccccc1Cl	1%	?	3%	-2%	6%	3.3µM*
CCNC(=O)C1CC(=O)N(CCCc2ccccc2)C(=Nc2ccccc2)S1 (stereo not given)	5%	?	-23%	2%	-13%	?
Cc1cc(C)n(C(=O)/C=C/c2cccs2)n1	-10%	25%	12%	-8%	-6%	10%
Cc1cc(C)cc(N(CC(=O)N2CCC(C)CC2)S(=O)(=O)c2ccccc2)c1	-2%	?	-2%	-7%	-7%	30%
COc1ccc(NC(C)=O)cc1S(=O)(=O)Nc1ccc(OCc2ccccc2)cc1	-3%	-7%	-27%	-7%	-3%	15%
CCc1ccc(N2Cc3ccccc3C2)cc1	-26%	-88%	-9%	18µM*	-5%	?
CN(C)c1ccc(NC(=O)CSCc2nc3c(nnn3Cc3ccc(F)cc3)c(=O)[nH]2)cc1	?	-23%	6%	45µM*	-16%	8.3µM*
